# Bioassay records: PubChem BioAssay, National Center for Advancing Translational Sciences (NCATS)
# G9a block: inhibitors of human histone lysine methyltransferase G9a. G9a H3K9 monomethylation, AlphaScreen, 2 h. Potency, µM (top dose mostly 102 µM), inactives show at the highest dose activity, negative = inhibition, usual class: inhibitors. 8.8% of 350,000 active; also: % is scaled to controls: 0 for no effect and ±100 for the full control effect; nearly all actives have a fitted effect of over 75% in size
#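 Chemiluminescent proximity detection of H3K9 monomethylation, read after 10 min bead incubation in the dark. Reaction: 20 nM G9a, 500 nM biotin-H3K9 peptide, 20 uM SAM cofactor, 2 h, room temperature, following 15 min enzyme-compound preincubation.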
# POLB inh: inhibitors of human DNA polymerase beta. 1.3% of 340,000 active. Potency, µM (top dose mostly 114 µM), for inactives: at the highest dose activity change, negative = inhibition, most hits filed as inhibitors. Pol beta primer extension/strand displacement, fluorescence kinetic. P06746; also: % is scaled to controls: 0 for no effect and ±100 for the full control effect
#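 Curves were derived by four-parameter Hill fits of normalized qHTS data. The kinetic fluorescent primer-extension read was taken at 0 and 10 min after 50 nM substrate, following a 15 min room-temperature preincubation of 10 nM enzyme with compounds.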
# Pol iota inh: DNA polymerase iota (human) inhibition; Pol iota fluorescent replication assay, 10 min; Potency, µM (series often up to 115 µM), for the others: at the top dose activity, negative = inhibition, hits mostly inhibitors; 1% of 390,000 active
#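 Fluorescent replication assay read twice, at 0 min and 10 min after adding 50 nM (final) substrate. Enzyme (10 nM) and compounds were first incubated 15 min at room temperature; enzyme-free buffer wells were negative controls.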
# BAZ2B block: BAZ2B (human) inhibition | AlphaScreen BAZ2B-H3K14Ac peptide displacement | Potency, µM (top dose mostly 114 µM), for the others: top-dose activity change, negative = inhibition, hits mostly inhibitors | 4.4% of 360,000 active | AID 504333; also: % is scaled to controls: 0 for no effect and ±100 for the full control effect; nearly all actives have a fitted effect of over 60% in size
#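 AlphaScreen luminescence quantifies BAZ2B engagement of H3K14Ac peptide; the protein and biotinylated peptide are both at 50 nM final, buffer PBS pH 7.4 with 0.01% Tween-20, all steps at room temperature.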
# BLM inh: inhibitors of human Bloom syndrome helicase BLM. P54132. recombinant BLM DNA unwinding, fluorescence dequenching. Potency, µM (top dose mostly 56.1 µM), inactives show at the highest dose activity change, negative = inhibition, usual class: inhibitors. 0.2% of 350,000 active;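 also: plate controls were vehicle for no effect and no enzyme for full effect; nearly all actives have a fitted effect of over 35% in size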
# Target sequence (P54132 whole entry, looked up): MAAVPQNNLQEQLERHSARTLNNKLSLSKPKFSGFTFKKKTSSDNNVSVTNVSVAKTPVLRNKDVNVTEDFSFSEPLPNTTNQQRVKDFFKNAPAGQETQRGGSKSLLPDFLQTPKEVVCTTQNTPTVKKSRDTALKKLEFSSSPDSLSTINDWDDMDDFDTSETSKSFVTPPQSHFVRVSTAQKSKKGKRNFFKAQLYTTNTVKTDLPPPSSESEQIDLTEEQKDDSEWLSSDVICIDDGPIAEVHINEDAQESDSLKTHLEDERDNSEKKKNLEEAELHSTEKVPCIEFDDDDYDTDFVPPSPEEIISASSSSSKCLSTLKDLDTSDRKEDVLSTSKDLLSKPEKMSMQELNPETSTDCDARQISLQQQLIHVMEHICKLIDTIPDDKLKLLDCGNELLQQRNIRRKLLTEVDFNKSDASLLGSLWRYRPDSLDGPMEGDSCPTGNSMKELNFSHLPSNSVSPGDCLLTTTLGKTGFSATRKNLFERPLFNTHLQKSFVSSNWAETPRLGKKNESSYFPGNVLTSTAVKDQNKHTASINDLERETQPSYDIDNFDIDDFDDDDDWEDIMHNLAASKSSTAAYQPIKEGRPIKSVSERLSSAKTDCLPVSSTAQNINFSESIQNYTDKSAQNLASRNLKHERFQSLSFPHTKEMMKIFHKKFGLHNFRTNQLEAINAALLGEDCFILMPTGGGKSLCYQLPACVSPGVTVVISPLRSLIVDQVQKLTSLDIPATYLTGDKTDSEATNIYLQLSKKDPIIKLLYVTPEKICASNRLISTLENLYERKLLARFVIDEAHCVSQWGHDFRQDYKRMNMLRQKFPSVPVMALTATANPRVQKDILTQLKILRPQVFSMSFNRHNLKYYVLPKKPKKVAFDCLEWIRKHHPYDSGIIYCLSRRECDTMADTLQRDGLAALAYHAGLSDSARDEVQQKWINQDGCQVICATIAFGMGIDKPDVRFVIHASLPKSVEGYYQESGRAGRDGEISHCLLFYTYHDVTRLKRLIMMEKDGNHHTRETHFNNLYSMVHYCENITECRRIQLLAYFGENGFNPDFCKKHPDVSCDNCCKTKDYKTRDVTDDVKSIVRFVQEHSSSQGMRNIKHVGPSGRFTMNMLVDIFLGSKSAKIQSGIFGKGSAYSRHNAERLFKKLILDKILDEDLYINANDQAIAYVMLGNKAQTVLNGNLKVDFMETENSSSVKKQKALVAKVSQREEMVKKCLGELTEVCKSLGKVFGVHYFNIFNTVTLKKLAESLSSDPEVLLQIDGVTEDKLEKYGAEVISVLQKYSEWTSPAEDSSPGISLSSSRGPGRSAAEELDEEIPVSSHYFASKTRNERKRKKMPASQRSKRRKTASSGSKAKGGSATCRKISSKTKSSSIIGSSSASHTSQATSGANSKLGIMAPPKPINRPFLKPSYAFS
# JMJD2A Tudor: JMJD2A Tudor domain (human) inhibition. AlphaScreen JMJD2A-Tudor / H3K4me3 peptide binding. Potency, µM (highest dose often 114 µM), for inactives: at the top dose activity change, negative = inhibition, hits mostly inhibitors. 4.4% of 390,000 active. AID 504339; also: % is scaled to controls: 0 for no effect and ±100 for the full control effect; nearly all actives have a fitted effect of over 50% in size
# APEX1 inh: APE1 (human) endonuclease inhibition | P27695 | 0.35% of 350,000 active | recombinant APE1, TAMRA/BHQ-2 abasic DNA cleavage fluorescence | Potency, µM (series often up to 65.8 µM), without a hit: top-dose activity change, negative = inhibition, actives largely listed as inhibitors;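 also: plate controls were vehicle for no effect and reference inhibitor for full effect; nearly all actives have a fitted effect of over 55% in size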
#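 APE1 at 0.75 nM final was preincubated with compound 15 min at room temperature, then 50 nM double-stranded THF abasic-site substrate (5'-TAMRA/3'-BHQ-2) was added. Fluorescence (ex 525/em 598 nm) was read kinetically; third-minus-first read gave activity.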
# POLK inh: blocks human DNA polymerase kappa activity. Q9UBT6. purified Pol kappa, fluorescent DNA synthesis assay, 10 min. Potency, µM (series often up to 107 µM), inactives show at the highest dose activity, negative = inhibition, usual class: inhibitors. 0.53% of 400,000 active; also: % is scaled to controls: 0 for no effect and ±100 for the full control effect
#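 Enzyme at 10 nM met test compounds for 15 min at room temperature. Substrate addition (50 nM final) began the reaction, which was monitored by fluorescence at 0 and 10 min.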
# Pol eta inh: DNA polymerase eta (human) inhibition; recombinant Pol eta, fluorescent DNA replication assay; AID 588591; Potency, µM (highest dose often 114 µM), without a hit: at the top dose activity change, negative = inhibition, usual class: inhibitors; Q9Y253; 1.2% of 390,000 active; also: % is scaled to controls: 0 for no effect and ±100 for the full control effect
#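 Fluorescent replication assay: 50 nM final substrate added after a 15 min room-temperature compound preincubation with 10 nM enzyme. Signal taken at 0 min and again at 10 min.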
# Numbers without * were called inactive; ? = inconclusive; · = not tested or not shown; & = joins results of further samples; [ ] = remark or other dose. Calls follow the shape of the dose curve; as a rule, active = well fitted curve in the direction sought with a large enough effect; inconclusive = small, poorly fitted or top-dose-only effect, or another doubt; inactive = no such curve, though single readings can be large; an effect the other way counts as inactive or inconclusive. Potency is read from the fitted curve at half-maximal effect. Some of the compounds tested, so the mix of outcomes need not match the whole.
SMILES,G9a block,POLB inh,Pol iota inh,BAZ2B block,BLM inh,JMJD2A Tudor,APEX1 inh,POLK inh,Pol eta inh
COc1ccc(OC)c(CNC(=O)c2cc(=O)[nH]c3ccc(S(=O)(=O)N4CCCCC4C)cc23)c1 (stereo not given),1%[59 µM],-18%,?,-18%,-8%,?,·,-9%[60.1 µM],-6%
COc1ccc(CCNC(=O)c2ccc3c(c2)CCN3S(=O)(=O)c2ccc(Cl)cc2)cc1,-20%[59 µM],45%,5%,-3%,-5%,-15%,·,2%,-7%
COC(=O)CNC(=O)C(Cc1ccccc1)NS(=O)(=O)c1ccc2c(c1)c(=O)n(C)c(=O)n2C (stereo not given),10%,10%&5%,2%&-9%,-13%&-36%,-2%&-1%,-19%&-9%,0%,-24%&-7%,-7%&-15%
Cc1cccn2c(=O)c3cc(C(=O)NCCc4ccccc4)sc3nc12,?,14µM*,?,-22%,-5%,-18%,5%,-24%,?
COc1ccc2c(c1)[nH]c1c(N3CCSCC3)ncnc12,·,3%,43%[activator],?,0%,-13%,-4%,-5%,?
Cc1c(Br)c(C(=O)NNC(=O)c2ccc(C(C)(C)C)cc2)nn1C,7%,3%,5%,-1%,0%,-12%,-2%,17%,-12%
c1ccc(CN(Cc2ccccc2)Cc2nnc(-c3cc4ccccc4[nH]3)s2)cc1,·,·,15%,·,·,-17%&-4%,7%,0%,-24%
COc1cccc(NS(=O)(=O)c2cc3[nH]c(=O)c(=O)[nH]c3cc2C)c1,20%,107%,29%,-13%,3%,5%,35%[activator],1%,-5%
O=C(c1cc(F)c(F)cc1Cl)N1CCN(S(=O)(=O)c2cccs2)CC1,?,·,50%[activator],-3%,·,5%,13%,8%,-11%
Cc1nc(-c2ccc(Cl)cc2)sc1CCNC(=O)C(=O)Nc1ccc2c(c1)OCCO2,22%[59 µM],11%,47%[activator],-2%,-1%,-12%,·,-4%[60.1 µM],-5%
CC(=O)Nc1ccc(C(=O)OCCC(C)C)cc1,-2%[12.7 µM],3%,-3%,1%,-8%,-4%,8%,-1%,-13%
O=C(COC(=O)c1ccc(Cl)nc1)Nc1cc(S(=O)(=O)N2CCCCC2)ccc1Cl,13%,?,95%[activator],-7%,-4%,-30%,-3%,-8%,-3%
CN(C)CCCN(C(=O)CCc1ccccc1)c1nc2ccc(Cl)cc2s1,?,27%,130%[activator],?,-2%,-12%,1%,-5%,-20%
Fc1ccccc1-c1nnc2n1N=C(c1ccc(OC(F)F)c(OCC3CC3)c1)CS2,·,·,19%,·,·,-17%,17%&0%,-7%,5%
CCOC(=O)c1cc(-c2ccccc2)n(CC(=O)Nc2cc(OC)cc(OC)c2)c1C,-2%,4%,8%,-7%,-2%,-10%[57.1 µM],-3%,-5%,-17%
Cc1cc(C(=O)Nc2ccccc2C)on1,-5%,-17%,-19%,8%,-6%,-6%,-4%,-5%,-1%
CCOc1cc(CNC(=O)C(NS(=O)(=O)c2cccs2)C(C)C)cc(OCC)c1OCC (stereo not given),5%[59 µM],-22%,-17%,-12%,-4%,-25%,·,-9%[60.1 µM],-16%
CN1COc2ccc3ccccc3c2C1,2.2µM*,-17%,3%,?,2%,-10%,1%,-11%,0%
CC(=O)N1CCCc2cc(S(=O)(=O)N3CCCC(C(=O)N4CCN(c5cc(C)ccc5C)CC4)C3)ccc21 (stereo not given),2%,-16%&-20%,5%&35%,-31%[57.1 µM],-9%&-8%,4µM*,42%,4%,-13%&-25%
CCN(C(=O)CSc1ncccc1C(=O)OC(C)C)c1cccc(C)c1,-32%,2%,-16%,-32%,-13%,6%,4%,-5%,-16%

# Record cards, from the list above. Screens in order: G9a block, POLB inh, Pol iota inh, BAZ2B block, BLM inh, JMJD2A Tudor, APEX1 inh, POLK inh, Pol eta inh
# Listed for `Cc1cccn2c(=O)c3cc(C(=O)NCCc4ccccc4)sc3nc12` : ?, 14µM*, ?, -22%, -5%, -18%, 5%, -24%, ?
# Listed for `COC(=O)CNC(=O)C(Cc1ccccc1)NS(=O)(=O)c1ccc2c(c1)c(=O)n(C)c(=O)n2C` (stereo not given) : 10%, 10%&5%, 2%&-9%, -13%&-36%, -2%&-1%, -19%&-9%, 0%, -24%&-7%, -7%&-15%
# Listed for `COc1ccc2c(c1)[nH]c1c(N3CCSCC3)ncnc12` : ·, 3%, 43%[activator], ?, 0%, -13%, -4%, -5%, ?

# Following part.
SMILES,G9a block,POLB inh,Pol iota inh,BAZ2B block,BLM inh,JMJD2A Tudor,APEX1 inh,POLK inh,Pol eta inh
CCOC(=O)C1=C(COC(=O)CNS(=O)(=O)c2ccc(NC(C)=O)cc2)NC(=O)NC1C (stereo not given),·,·,5%,·,·,-3%,·,-11%,2%
CCN(CC(=O)Nc1ccc(OC)cc1)C(=O)COc1cccc2c1OC(C)(C)C2,-10%,·,13%,-5%,·,-8%,24%,-19%,-5%
CC(=O)Nc1ccc(S(=O)(=O)Nc2cc([N+](=O)[O-])ccc2C)cc1,?,11%,42%[activator],-18%,-1%,10µM*,0%,-3%,-1%
Cc1ccc(S(=O)(=O)CCC(=O)OCC(=O)N(C)C2CCS(=O)(=O)C2)cc1 (stereo not given),1%,·,22%,2%,·,-17%,-3%,-6%,-1%
Cc1c(C(=O)N2CCCC2)oc2ccc(Br)cc12,7%,?,?,-38%,-11%,11%,60%[activator],-41%,50µM*
CC(C)Cc1nc(N2CCCCC2)c(C#N)c2c1CCC2,106%[activator],14%,14%,54%[activator],-5%,72%[activator],-3%,-6%,-2%
CCC(C)N(C(=O)CSc1ncnc2c1cnn2-c1ccccc1)C1CCS(=O)(=O)C1 (stereo not given),17%[2.33 µM],·,25%,4%,·,-16%,21%,-8%,-15%
Cc1noc(C)c1S(=O)(=O)Nc1ccc(C(C)C)cc1,9%,2%,-11%,8%,-4%,4%,-5%,-3%,-10%
Cc1ccsc1C(=O)NNC(=O)C1CC=CCC1C(=O)O (stereo not given),7%[59 µM],38%,0%,3%,1%,-5%,-2%,-8%,-18%
CCOc1cc(C(=O)OCc2ccc(OC)cc2)ccc1OCC(=O)N1CCOCC1,-3%[12.7 µM],·,12%,-7%,·,-17%,-5%,-15%,-20%
Cc1ccc(C)c(N2CCN(Cc3csc(C)c3)CC2)c1,?,10%,17%,?,-3%,-30%,·,-18%,-16%
CC(NC(=O)c1ccco1)c1cccc2ccccc12 (stereo not given),9%[59 µM],21%,1%,8%,1%,-9%,1%,-5%,-4%
c1ccc(Nc2nc(-c3ccccc3)nc3ccccc23)cc1,0%[0.501 µM],38%,48%[activator],-7%,-8%,32%,-13%,0%,-17%
CCOc1ccc(-c2c(C)nn3c(C)c(C(=O)NCCc4ccccc4)cnc23)cc1OCC,-1%[59 µM],?,9%,-16%,0%,-20%,·,-9%,·
O=C(NCc1ccc2c(c1)OCO2)c1ccc(Br)o1,18%[2.33 µM],-17%,23%,-7%,-2%,8%,6%,4%,-16%
Cc1ccc2nc(COc3cccc(NC(=O)COc4ccccc4F)c3)cc(=O)n2c1,4%[59 µM],2%,21%,10%,-4%,-6%,·,3%[60.1 µM],-15%
CN(CC(=O)Nc1ccc(F)c(F)c1F)C(=O)Cn1cnc2c1c(=O)n(C)c(=O)n2C,26%[12.7 µM],·,17%,6%,·,-8%,-12%,-7%,-7%
O=C(Nc1nnc(-c2ccccc2)o1)c1nc2ccccc2s1,20%[12.7 µM],12%,24%,-1%,-5%,-11%,-2%,-5%,-17%
O=C1CN(C(=O)CSc2nc3c(cnn3-c3ccccc3)c(=O)[nH]2)c2ccccc2N1,4%[12.7 µM],·,7%,10%,·,-3%,3%,4%,-5%
CC1CCN(C(=O)CSc2nc3ccccc3c(=O)[nH]2)CC1,·,42%,149%[activator],3%,-2%,-14%,4%,-4%,-14%
Nc1c(Cl)cc2c(c1Oc1ccccc1)C(=O)c1ccccc1C2=O,10µM*,?,11%,?,-11%,-34%,-11%,-7%,-15%
NC(=O)C1CCN(CC(=O)Nc2ccccn2)CC1,-7%[59 µM],6%,26%,1%,-9%,-4%,10%,-11%,-7%
Cc1ccc(N2CC(NC(=O)N3CCN(C(=O)c4ccco4)CC3)CC2=O)cc1 (stereo not given),14%[0.501 µM],·,13%,15%,·,-5%,-4%,-12%,-6%
O=c1[nH]c(CN2CCN(S(=O)(=O)c3ccc4ccccc4c3)CC2)nc2ccccc12,21%,3%,73%[activator],-5%,-1%,?,7%,9%,-15%
O=C1C2C3CCCC3=C3CCCC3C2C(=O)N1c1ccc(F)cc1 (stereo not given),-6%,-23%,-8%&-20%,-2%,2%,-2%,-2%,-24%&4%,-9%
CCN(CC)C(=O)CSc1ncccc1-c1nc2ccccc2[nH]1,50µM*,11%,15%,-12%,-1%,-14%,0%,0%,-19%
N/C(=N\OC(=O)c1ccc(=O)n(Cc2ccc(Cl)cc2)c1)c1ccccn1,6%,62%,7%,-7%,-1%,-8%,10%,4%,-4%
COc1ccc(C(=O)/C=C/c2ccccc2)cc1,-3%[2.33 µM],·,·,·,-4%,·,-4%,-7%[60.1 µM],·
COc1ccc(C(CNC(=O)c2cccc(N(C)C)c2)N2CCCC2)cc1 (stereo not given),?,3%,17%,50µM*,2%,45µM*,1%,-3%,-17%
O=C1CSc2ccc(S(=O)(=O)NCc3ccc(F)cc3)cc2N1,11%,23%,-1%,-14%,-6%,-11%,14%,9%,-9%
C=CCN1C2CCCC1CC(NC(=O)Nc1cccc(C(C)=O)c1)C2 (stereo not given),-4%[12.7 µM],3%,0%,-19%,8%,-6%,1%,0%,-5%
O=C(/C=C/c1cccc(Cl)c1)NCc1ccncc1,20%[59 µM],-3%,13%,12%,3%,11%[57.1 µM],9%,-5%,-19%
FC(F)(F)c1cccc(N2CCN(Cc3nnc(-c4ccc5c(c4)OCO5)o3)CC2)c1,2%[59 µM],-13%,21%,-37%,-6%,?,·,12%,-24%
COc1ccc(C2=CC(=O)OC3(CCCCC3)O2)cc1,11%[12.7 µM],16%,21%,1%,-3%,-4%,?,-9%,-20%
O=C(COC(=O)C1CCN(S(=O)(=O)c2cccs2)CC1)Nc1ccccc1,17%,29%,-16%,·,-2%,1%,0%,-6%,-19%
O=C(O)C12CC3CC(C1)CC(n1ncc(N4CCN(c5ccccc5)CC4)c(Cl)c1=O)(C3)C2,6%[59 µM],44%,-9%,0%,5%,-7%,2%,-11%,-8%
